Screening results deposited in PubChem BioAssay by several laboratories.
CHRM5 agonist: agonists of human muscarinic M5 receptor (CHRM5); P08912; CHO-K1 hM5 cells, Fluo-8 calcium fluorescence; 0% DMSO wells, 100% maximal acetylcholine response; activation, % at 3 µM; hit rate 0.19% among 360,000;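 active = activation above the run's mean over test compounds plus 3 SD, cut at about 23% in these data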;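 note: signal is peak over basal fluorescence ratio across the kinetic read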
CRFBP-R2 block: CRF-BP/CRF-R2 complex antagonism; HEK293 CRF-R2/CRF-BP, CRF-induced calcium fluorescence; inhibition, % at 11.8 µM; hit rate 0.59% among 350,000;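 active = inhibition of the ligand-induced calcium signal above about 50% at the single tested concentration, limit read from the data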
CRFR2-BP ag: agonists of human CRF-binding protein/CRF-R2 receptor complex; HEK293 CRF-R2/CRF-BP, calcium dye fluorescence (FLIPR); percent of saturating CRF peptide response; hit rate 0.46% among 350,000; activation, % at 13.2 µM; AID 588473;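 active = activation of at least 50%, plus an integration ratio under a set limit after plate pattern correction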;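 note: plate controls were neutral control wells without compound for no effect and CRF at EC100 for full effect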
M4 antag: CHRM4 antagonism in calcium assay | P08173 | CHO-hM4 cells, ACh EC80, Fluo-8 calcium fluorescence | inhibition, % at 3 µM | hit rate 0.73% among 360,000 | AID 624125;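 active = inhibition above its plate's cutoff, the mean inhibition of sample wells plus 3 SD, cut at about 27% in these data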;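 note: 0% = acetylcholine EC80 with DMSO and 100% = DMSO without agonist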
CHRM4 PAM: potentiates acetylcholine response at human M4 receptor; CHO-K1 hM4/Gqi5, Fluo-8 calcium fluorescence, ACh EC20; 0% = ACh EC20, 100% = maximal ACh; hit rate 0.4% among 360,000; P08173; activation, % at 3 µM;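 active = activation above its plate's cutoff, the mean activation of sample wells plus 3 SD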; note: some results filed as inactive read as strong as hits
IDE cell inh: inhibitors of human insulin-degrading enzyme in cells | hit rate 0.41% among 320,000 | P14735 | inhibition, % at 5.59 µM | HEK cells, FAbetaB cleavage, fluorescence polarization;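 active = percent inhibition above the average of all tested compounds plus 3 SD, set per screening campaign, cut at about 16% in these data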;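 note: IDE supplied by intact live HEK cells; FP after avidin binding of uncleaved biotin substrate so inhibition keeps polarization high; 0% = DMSO wells and 100% = 60 µM reference IDE inhibitor Ii1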
Target sequence (P14735 whole entry, looked up): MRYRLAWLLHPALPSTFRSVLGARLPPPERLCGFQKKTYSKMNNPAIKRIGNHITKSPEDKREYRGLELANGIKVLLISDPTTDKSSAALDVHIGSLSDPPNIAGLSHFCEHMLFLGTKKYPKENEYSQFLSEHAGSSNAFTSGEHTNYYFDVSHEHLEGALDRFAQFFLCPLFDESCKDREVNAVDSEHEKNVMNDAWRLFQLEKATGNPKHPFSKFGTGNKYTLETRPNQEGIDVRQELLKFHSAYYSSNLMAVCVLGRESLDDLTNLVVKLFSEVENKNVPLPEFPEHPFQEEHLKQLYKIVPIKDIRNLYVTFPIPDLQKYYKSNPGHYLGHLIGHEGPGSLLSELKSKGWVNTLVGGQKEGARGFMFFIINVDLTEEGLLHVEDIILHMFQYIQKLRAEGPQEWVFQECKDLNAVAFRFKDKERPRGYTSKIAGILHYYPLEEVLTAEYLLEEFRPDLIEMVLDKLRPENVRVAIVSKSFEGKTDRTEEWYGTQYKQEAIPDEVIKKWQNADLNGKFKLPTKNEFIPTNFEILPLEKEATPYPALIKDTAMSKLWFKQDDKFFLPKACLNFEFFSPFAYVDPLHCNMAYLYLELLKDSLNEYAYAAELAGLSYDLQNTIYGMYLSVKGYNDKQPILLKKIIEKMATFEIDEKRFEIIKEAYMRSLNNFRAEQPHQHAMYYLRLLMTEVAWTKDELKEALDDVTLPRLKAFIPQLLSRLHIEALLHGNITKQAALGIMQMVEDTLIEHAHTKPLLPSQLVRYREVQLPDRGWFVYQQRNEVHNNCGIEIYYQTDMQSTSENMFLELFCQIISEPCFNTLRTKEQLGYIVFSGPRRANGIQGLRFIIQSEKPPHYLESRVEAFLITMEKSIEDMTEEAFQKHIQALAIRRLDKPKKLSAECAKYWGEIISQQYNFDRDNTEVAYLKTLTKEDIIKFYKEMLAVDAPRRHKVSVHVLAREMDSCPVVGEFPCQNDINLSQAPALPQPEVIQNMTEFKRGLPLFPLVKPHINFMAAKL
M5 antag: blocks acetylcholine activation of human M5 receptor. hit rate 0.59% among 360,000. CHO-hM5 cells, Fluo-8 calcium fluorescence, ACh EC80. P08912. inhibition, % at 3 µM. AID 624040;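 active = inhibition above a per-plate cutoff, the mean of that plate's test compounds plus 3 SD, cut at about 27% in these data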;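 note: 0% = acetylcholine EC80 with DMSO and 100% = DMSO without agonist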
M5 PAM: potentiates acetylcholine response at human M5 receptor; P08912; CHO-K1 hM5, Fluo-8 calcium, ACh EC20 PAM; 0% = ACh EC20, 100% = ACh EC100; activation, % at 3 µM; hit rate 0.3% among 360,000;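 active = activation above the run cutoff, the mean activation of all test compounds plus 3 SD, cut at about 18% in these data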
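Replicates: One well per compound, no replicates | System: Human M5 receptor in CHO-K1 cells | Benchmarks: Low control EC20 acetylcholine (0%), high control EC100 acetylcholine (100%) | Probe or stimulus: Acetylcholine, EC20 level | Times: Fluo-8 loading 80 min at 37 °C plus 30 min room temperature | Signal: Intracellular calcium via Fluo-8 fluorescence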
CHRM4 agonist: agonists of human muscarinic M4 receptor (CHRM4) | P08173 | CHO-K1 hM4/Gqi5, Fluo-8 calcium fluorescence; vehicle 0%, full acetylcholine response 100% | activation, % at 3 µM | hit rate 0.14% among 360,000 | AID 624127;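 active = activation above the run mean over all test wells plus 3 SD, cut at about 32% in these data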;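 note: peak over basal fluorescence ratio per well then scaled between controls; 0% = DMSO wells and 100% = acetylcholine at EC100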
The depositor's hits bear a star; nt = no result given.

A first look, 9 compounds:
IDE cell inh,CHRM5 agonist,CRFR2-BP ag,M5 PAM,CRFBP-R2 block,M4 antag,M5 antag,CHRM4 agonist,CHRM4 PAM,SMILES
1.7,-2.2,1.1,2.5,21.5,5.1,1.9,-1.7,1.2,CCCc1cc(=O)[nH]c(SCc2cccnc2)n1
3.9,-2.9,0.5,1.1,14.0,2.6,-2.9,0.3,10.2,COC(=O)c1scc(C)c1N/N=C(\C)c1ccc(F)cc1F
nt,4.3,3.5,-3.7,8.3,3.1,3.0,8.1,-5.8,O=C(Cc1ccccc1F)Nc1cccc(S(=O)(=O)N2CCCCC2)c1
-7.3,-2.5,0.4,-1.3,-42.7,-1.3,4.9,5.1,1.0,O=C(C(=O)N1CC=C(c2ccccc2)CC1)c1c[nH]c2ccccc12
1.7,-1.7,1.2,-6.3,0.7,9.2,15.3,3.5,-8.0,COc1ccc(C(=O)N2CCN(c3ccccc3)CC2)cc1S(=O)(=O)N1CCOCC1
15.5,0.5,-1.3,-2.2,16.9,-5.9,1.5,1.4,3.3,O=C1C2ON(c3ccccc3)C(c3ccncc3)C2C(=O)N1c1ccccc1 (stereo not given)
-3.6,1.8,1.2,1.6,-5.1,-12.6,-0.2,0.9,7.6,C[C@H](CO)N1C[C@H](C)[C@@H](CN(C)S(C)(=O)=O)Oc2c(NC(=O)Nc3ccc4c(c3)OCO4)cccc2C1=O
0.9,3.1,-0.6,4.0,-44.3,-6.4,-3.0,1.8,-0.5,Cc1nc(N)nc(Nc2ccc(Cl)cc2)c1Br
-6.5,-0.3,0.1,-3.1,16.8,-13.1,-9.4,0.8,7.8,COc1ccc(NC(=O)CCN2CC(C)OC(C)C2)c(OC)c1 (stereo not given)

Results, repeating the preview:
IDE cell inh,CHRM5 agonist,CRFR2-BP ag,M5 PAM,CRFBP-R2 block,M4 antag,M5 antag,CHRM4 agonist,CHRM4 PAM,SMILES
1.7,-2.2,1.1,2.5,21.5,5.1,1.9,-1.7,1.2,CCCc1cc(=O)[nH]c(SCc2cccnc2)n1
3.9,-2.9,0.5,1.1,14.0,2.6,-2.9,0.3,10.2,COC(=O)c1scc(C)c1N/N=C(\C)c1ccc(F)cc1F
nt,4.3,3.5,-3.7,8.3,3.1,3.0,8.1,-5.8,O=C(Cc1ccccc1F)Nc1cccc(S(=O)(=O)N2CCCCC2)c1
-7.3,-2.5,0.4,-1.3,-42.7,-1.3,4.9,5.1,1.0,O=C(C(=O)N1CC=C(c2ccccc2)CC1)c1c[nH]c2ccccc12
1.7,-1.7,1.2,-6.3,0.7,9.2,15.3,3.5,-8.0,COc1ccc(C(=O)N2CCN(c3ccccc3)CC2)cc1S(=O)(=O)N1CCOCC1
15.5,0.5,-1.3,-2.2,16.9,-5.9,1.5,1.4,3.3,O=C1C2ON(c3ccccc3)C(c3ccncc3)C2C(=O)N1c1ccccc1 (stereo not given)
-3.6,1.8,1.2,1.6,-5.1,-12.6,-0.2,0.9,7.6,C[C@H](CO)N1C[C@H](C)[C@@H](CN(C)S(C)(=O)=O)Oc2c(NC(=O)Nc3ccc4c(c3)OCO4)cccc2C1=O
0.9,3.1,-0.6,4.0,-44.3,-6.4,-3.0,1.8,-0.5,Cc1nc(N)nc(Nc2ccc(Cl)cc2)c1Br
-6.5,-0.3,0.1,-3.1,16.8,-13.1,-9.4,0.8,7.8,COc1ccc(NC(=O)CCN2CC(C)OC(C)C2)c(OC)c1 (stereo not given)
0.6,-2.5,-0.9,1.3,-8.4,7.7,7.1,0.5,-1.1,CC(C)(C)c1ccc(S(=O)(=O)N2CCNC(=O)C2)cc1
-5.0,0.6,5.0,2.4,-15.6,1.7,-1.2,0.7,1.4,CN1CCN(C(=O)c2ccccc2NC(=O)c2cccc(Cl)c2)CC1
14.1,-0.2,0.2,3.9,-30.3,-3.2,0.0,1.0,7.0,COCCN1Cc2cccc(C(=O)Nc3ccc(-c4nc5ccccc5[nH]4)cc3)c2C1=O
12.1,-0.3,-0.1,3.9,32.1,-14.9,5.9,4.9,-0.8,Cc1cccc(NC(=O)C(=O)NNC(=O)c2ccc(C(C)(C)C)cc2)c1
nt,-8.4,-0.4,-10.8,-0.1,6.1,3.8,1.6,-0.2,Cc1noc(C)c1COc1ccccc1C(=O)N1CCN(S(=O)(=O)c2ccccc2C#N)CC1
8.5,-4.3,0.9,0.6,3.1,0.6,-2.2,0.3,0.7,O=c1[nH]c(CN2CCCCC2)nc2c1C1(CCCCC1)Cc1ccccc1-2
-5.9,-2.4,-2.6,2.4,9.3,-5.4,11.4,2.3,0.5,ClC1(Cl)CC1CSc1nc2ccccc2[nH]1 (stereo not given)
-0.6,1.5,-2.0,-6.2,6.5,-10.4,2.4,3.9,11.6,CC(=O)c1c(C)[nH]c(C(=O)Nc2cc(S(=O)(=O)N3CCCCC3)ccc2C)c1C
-7.7,-0.9,0.2,2.3,6.2,2.7,1.9,-0.3,-7.8,COCCn1c(SCC(=O)NC2CCCCC2)nnc1-c1ccncc1
0.3,6.1,-1.5,7.3,2.6,-3.5,-6.8,0.8,6.3,O=C(CNC(=O)c1cccs1)Nc1ncccc1O
1.5,-4.4,1.0,-3.4,2.6,-5.5,5.3,2.0,-2.1,CCN1C(=O)c2cccc3c(NC(=O)c4ccc(S(=O)(=O)N5CCOCC5)cc4)ccc1c23
1.8,1.3,-1.6,3.9,-3.7,-7.6,3.5,3.6,10.1,CCCCn1c(N)nc2ccccc21
-1.3,-0.3,13.6,-0.7,-6.4,-12.8,4.7,1.5,6.7,Cc1cccc(/C(N)=N/OC(=O)c2ccc(Cl)cc2Cl)c1
7.1,-1.6,0.0,2.8,-7.5,8.3,4.7,0.9,6.5,COc1ccc(C(=O)NC2CCN(C(=S)Nc3ccccc3)CC2)cc1
-3.4,-3.3,-0.3,1.7,0.1,-8.2,-10.2,1.0,15.9,Cc1ccc(C(=O)N/N=C/c2ccoc2)cc1C
1.0,-5.1,7.2,4.8,-18.3,-18.1,-3.6,0.1,-3.0,O=C(OCC(=O)N1CCN(C(=O)c2ccco2)CC1)c1cc(-c2ccc(Cl)c(Cl)c2Cl)nc2ccccc12
-4.1,-4.5,-0.7,11.7,1.4,-5.6,-4.9,1.5,-1.8,Cc1nc2cc(N3CCN(C)CC3)c(NC(=O)Cc3ccccc3)cc2c(=O)n1Cc1ccccc1
4.6,1.3,3.0,-5.3,36.3,3.9,4.6,2.9,-6.6,O=C(CCCOc1ccccc1)Nc1cccc([N+](=O)[O-])c1
6.1,-3.4,-0.4,3.5,-9.3,6.7,-6.4,-0.3,7.5,CCCN(CCC)CCCNC(=O)c1cn(CCOC)c(=O)c2c1c1ccccc1n2C
1.5,-1.8,1.1,-7.1,30.5,-7.6,3.4,1.5,15.4,COCCNC(=O)CCc1c(C)nc2nc(-c3cc(OC)cc(OC)c3)nn2c1C
2.9,3.8,-5.2,-1.4,7.9,-3.8,3.1,2.7,4.3,Cn1ncc(Br)c1C(=O)NCc1cccs1
1.2,1.0,2.8,-6.7,-22.5,6.7,2.2,0.8,3.2,CCOC(=O)C1=C(N)OC2=C(C(=O)CC(C)(C)C2)C1c1ccc(CC)s1 (stereo not given)
-1.9,0.2,2.1,-2.1,-19.0,-0.1,1.7,1.7,5.4,O=C1OCC(c2ccccc2)=C1c1ccc(S(=O)(=O)N2CCOCC2)s1
-2.2,4.3,-3.7,11.6,19.9,-4.3,-8.1,-0.2,14.5,CC(C(O)c1cc(=O)c(OCc2ccccc2)co1)[N+](=O)[O-] (stereo not given)
2.1,-1.6,-3.3,-11.5,15.8,1.4,10.4,0.6,-8.0,Cc1ccc(Nc2n[nH]c(C)c2[N+](=O)[O-])cc1
-1.4,14.3,1.4,-2.4,1.8,-9.0,-20.9,2.6,-2.3,COc1ccc(C(=O)NCCNc2nc3c(C)cccc3cc2C#N)cc1OC
-1.3,-2.6,0.4,-1.2,-13.0,-7.5,-2.4,0.9,0.2,CN(CC(=O)Nc1ccc(F)c(F)c1F)C(=O)c1ccc(=O)[nH]c1
1.4,0.0,-2.6,-0.3,-0.5,-7.0,2.5,2.7,8.1,CCN(C[C@H]1N[C@@](Cc2ccccc2)(C(=O)OC)[C@H]2C(=O)N(C)C(=O)[C@@H]12)C(=O)c1ccc(C)cc1
8.3,-3.2,0.4,-0.1,5.0,8.0,1.6,1.3,-3.5,COc1cc(C2C(C#N)=C(N)Oc3c2ccc2ccccc32)ccc1OCC(=O)Nc1ccccc1C (stereo not given)
-4.4,-3.7,2.6,4.4,-8.7,1.2,2.7,0.5,4.6,CC(=O)Nc1ccc(S(=O)(=O)N2CCC(C(=O)N[C@@H](Cc3ccccc3)C(=O)O)CC2)cc1
-0.4,-0.1,-0.7,-4.2,18.1,-13.0,1.8,0.8,10.2,CCN(CC)C(=O)[C@H]1CC(CC(=O)NCCN2CCOCC2)C(=O)N2CCc3c([nH]c4ccccc34)[C@]12C (stereo not given in full)
1.3,-2.2,4.3,-3.4,-32.1,-6.4,-7.8,1.3,0.7,CSc1nc(SCC(=O)NCc2ccco2)c2c3c(sc2n1)CN(C)CC3
1.5,0.7,-3.9,-5.4,8.8,0.1,4.0,0.5,-0.6,CCN(CC)S(=O)(=O)c1ccc(C2CNC(=O)C2)cc1 (stereo not given)
-2.6,-3.6,-1.0,-7.3,9.4,3.9,2.2,2.0,-8.8,COC(=O)c1ccc(CN2CCC(n3nccc3NC(=O)C3CCCC3)CC2)cc1
0.5,0.3,0.1,-4.0,-14.3,11.3,5.3,0.1,-4.3,CC1N/C(=C\C(=O)c2ccccc2)N(O)C1(C)C (stereo not given)
-2.2,0.4,-7.0,-11.2,-38.4,1.0,19.5,19.8,-8.7,COc1ccc(OC)c(NC(=O)CCCNC(=O)c2ccc(Cl)cc2)c1
3.7,1.6,0.3,-3.5,-3.3,-11.1,1.1,2.9,2.8,CN(C)S(=O)(=O)c1ccc(Cl)c(C(=O)OCC(=O)c2ccco2)c1
0.5,-2.0,-1.2,-2.5,0.8,-4.7,5.8,11.4,4.6,O=C(c1cccc(Cl)c1)N1CCC(=O)N(C(COCc2ccccc2)Cc2ccccc2)CC1 (stereo not given)
5.7,-1.3,-2.6,-2.4,-4.6,5.8,3.0,-0.2,-5.5,COCCOc1ccc(C(F)(F)F)cc1NC(=O)c1ccc(F)cc1
1.7,-7.7,-0.8,-0.8,7.8,1.2,1.2,0.0,-2.5,Cc1cc(C)cc(C(N)=Nc2cccc(C#N)c2)c1
3.6,-0.5,1.8,3.3,-13.8,-8.8,5.3,-0.2,5.2,Cc1cccc(NC(=S)N2CCC(NC(=O)c3ccco3)CC2)c1

The order is random. About 2.9% of those tested had a hit in this group.
